# GLP1R inv ag: inverse agonists of human GLP-1 receptor; 1.6% of 410,000 active; Potency, µM (series often up to 38.3 µM), without a hit: at the highest dose activity change, negative = inhibition, most hits filed as inhibitors; P43220; HEK293 GLP-1R CRE-luciferase, luminescence, 24 h; GLP-1R form is constitutively active; AID 624417; further: potency means the concentration at half of the fitted maximal effect; on the % scale 0 is the no-effect control and ±100 the full control effect; nearly all actives have a fitted effect of over 55% in size
# Target sequence (P43220 whole entry, looked up): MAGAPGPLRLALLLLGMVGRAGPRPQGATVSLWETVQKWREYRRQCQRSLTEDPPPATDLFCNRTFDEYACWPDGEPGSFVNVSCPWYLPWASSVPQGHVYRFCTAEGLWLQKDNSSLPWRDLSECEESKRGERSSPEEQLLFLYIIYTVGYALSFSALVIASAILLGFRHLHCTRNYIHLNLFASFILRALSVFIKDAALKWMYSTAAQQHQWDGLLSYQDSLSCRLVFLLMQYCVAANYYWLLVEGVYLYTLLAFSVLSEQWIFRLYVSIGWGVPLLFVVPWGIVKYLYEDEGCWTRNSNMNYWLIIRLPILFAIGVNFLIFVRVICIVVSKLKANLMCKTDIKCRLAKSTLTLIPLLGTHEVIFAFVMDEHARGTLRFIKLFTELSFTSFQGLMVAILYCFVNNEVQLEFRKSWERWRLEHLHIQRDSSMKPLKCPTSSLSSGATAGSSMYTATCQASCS
#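 Seeding at 200 cells/uL, 12 h culture, 24 hr compound treatment, then luciferase reagent and a luminescence read; cells are HEK293 stably expressing a constitutively active GLP-1R plus cAMP-responsive luciferase.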
# aSyn rescue: rescues yeast growth from alpha-synuclein toxicity. Yeast expressing alpha-synuclein, growth rescue, BacTiter-Glo, 24 h. Potency, µM (highest dose often 46.1 µM), for inactives: at the highest dose growth rescue (activation), most hits filed as activators. 0.14% of 370,000 active; further: potency means the concentration at half of the fitted maximal effect; % of control where 0% means no effect; nearly all actives have a fitted effect of over 65% in size
#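 Rescue of yeast growth: cells expressing toxic alpha-synuclein, induced in galactose at OD600 0.02, incubated with compound 24 h at 30 C. ATP luminescence quantified growth; inhibitors of toxicity appear as activators.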
# GLP1R cytotox: cytotoxicity in counter-screen for GLP-1R inverse agonists; HEK293 cAMP-luciferase reporter cells, luminescence, 24 h; Potency, µM (titrated, usually from 38.3 µM), for the others: top-dose activity change, negative = inhibition, hits mostly inhibitors; 0.13% of 410,000 active;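 further: loss of luciferase light is scored as toxicity; potency means the concentration at half of the fitted maximal effect; on the % scale 0 is the no-effect control and ±100 the full control effect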
#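 Step one: seed cells (200 cells/uL, DMEM with 10% Nu serum, 1% pen-strep). Step two: 12-hour incubation at 37 deg C. Step three: pin 23 nL compound, incubate 24 hr. Step four: add luciferase reagent, read luminescence 12 min later.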
# GLP1R ag: GLP-1 receptor (human) agonism | 0.007% of 380,000 active | Potency, µM (doses to about 45.6 µM), without a hit: at the top dose activation, actives largely listed as activators | HEK293 GLP-1R CRE-luciferase, luminescence, 4-6 h; cells express a hypersensitive GLP-1R form | AID 624172 | P43220; further: potency means the concentration at half of the fitted maximal effect; % of control where 0% means no effect
# KB-V1 MDR tox: KB-V1 MDR subline cytotoxicity; KB-V1 MDR cells viability, CellTiter-Glo, 72 h; Potency, µM (titrated, usually from 46.1 µM), for inactives: at the top dose activity change, negative = cytotoxicity, hits mostly cytotoxic; 3.4% of 400,000 active; AID 1347076; further: potency means the concentration at half of the fitted maximal effect; on the % scale 0 is the no-effect control and ±100 the full control effect; nearly all actives have a fitted effect of over 60% in size
#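 Readout: CellTiter-Glo luminescence, 10 min after addition. Cells: KB-V1 MDR subline, 72 h at 37 degrees C with compound. Analysis: corrected, normalized data fitted to concentration-effect curves.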
# TDP43 rescue: inhibitors of TDP-43 toxicity in yeast; TDP-43 expressing yeast growth rescue, BacTiter-Glo, 24 h; Potency, µM (series often up to 46.1 µM), without a hit: top-dose growth rescue (activation), hits mostly activators; 1.8% of 410,000 active; AID 652104; further: potency means the concentration at half of the fitted maximal effect; % of control where 0% means no effect; nearly all actives have a fitted effect of over 50% in size
#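 Readout is BacTiter-Glo luminescence of cell growth, so inhibitors register as activators. TDP-43-expressing yeast at OD600=0.02 in galactose medium, after raffinose pregrowth to mid-log, were incubated with compound for 24 hr at 30 deg C.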
# D3 ag: D3 dopamine receptor (human) agonism | P35462 | D3R DiscoveRx beta-arrestin cells, luminescence, 90 min | max activation, % | 0.58% of 410,000 active | AID 652048; in the data active means max activation above about 30%; further: 0% is about no effect; mostly tested at two doses, the higher about 12 µM
#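 Agonist-mode cell screen: cells plated at 1500/well and incubated overnight at 37 °C, then exposed to library compounds for 90 min at 37 °C. Detection reagent was added for 30–60 min at room temperature, and luminescence was read.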
# D3 antag: antagonists of human D3 dopamine receptor. P35462. D3R cells, DiscoveRx beta-arrestin luminescence, antagonist mode; active compounds read low. max response, negative = inhibition, %. 2.5% of 360,000 active; in the data active means max response below about -50%; inconclusive means no clear call, values can overlap the other calls; further: on the % scale 0 is the no-effect control and ±100 the full control effect; mostly tested at two doses, the higher about 12 µM
#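 Cells plated overnight at 1500 cells/well, then exposed to library compounds with dopamine controls for 90 minutes at 37 degrees C. DiscoveRx reagent added for 30–60 minutes at room temperature; luminescence read, quantitative HTS format.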
# PTHR1 agonist: agonists of human PTHR1 parathyroid hormone receptor; Potency, µM (titrated, usually from 115 µM), without a hit: at the top dose activation, most hits filed as activators; HEK293 GP2 PTHR1 cells, GloSensor cAMP luminescence, 1 h; 0.075% of 410,000 active; Q03431; further: potency means the concentration at half of the fitted maximal effect; nearly all actives have a fitted effect of over 55% in size; some results filed as inactive show a strong effect at the top dose; inactives centre near -15; many of its hits are not listed in these tables
# Target sequence (Q03431 whole entry, looked up): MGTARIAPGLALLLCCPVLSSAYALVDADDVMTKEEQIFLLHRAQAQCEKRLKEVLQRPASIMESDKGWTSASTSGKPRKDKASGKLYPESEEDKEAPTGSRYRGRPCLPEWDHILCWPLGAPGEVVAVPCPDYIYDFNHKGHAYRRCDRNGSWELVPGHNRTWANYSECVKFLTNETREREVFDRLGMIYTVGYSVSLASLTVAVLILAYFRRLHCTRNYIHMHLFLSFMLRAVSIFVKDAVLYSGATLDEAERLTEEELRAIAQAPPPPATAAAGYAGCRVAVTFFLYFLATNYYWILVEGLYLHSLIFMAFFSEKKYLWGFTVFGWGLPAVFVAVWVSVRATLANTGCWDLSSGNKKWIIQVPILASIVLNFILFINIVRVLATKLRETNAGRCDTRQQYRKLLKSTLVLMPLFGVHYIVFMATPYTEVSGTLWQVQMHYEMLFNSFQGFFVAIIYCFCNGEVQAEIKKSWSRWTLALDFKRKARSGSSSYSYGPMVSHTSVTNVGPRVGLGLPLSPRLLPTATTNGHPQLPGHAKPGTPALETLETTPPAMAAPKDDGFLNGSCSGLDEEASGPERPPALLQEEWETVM
#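 HEK-293-derived GP2 cells expressing PTHR1 and a GloSensor cAMP reporter, 3,000/well, plated overnight, given luciferin plus IBMX (each 0.5 mM as added) for 1 h at 37 °C, then compound for 1 h at 37 °C. Luminescence was read after 15 min at room temperature.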
# Starred values were filed as active, the others as inactive; i = inactive; ? = inconclusive; / = no result given; [ ] = another dose, or the depositor's remark. Unless noted, the call rests on the fitted dose curve; in most records, active means well fitted curve in the direction sought with a large enough effect; inconclusive means small, poorly fitted or top-dose-only effect, or another doubt; inactive means no such curve, though single readings can be large; an effect the other way counts as inactive or inconclusive. Not all compounds are listed. The share of hits here may be higher or lower than overall.
SMILES,GLP1R inv ag,aSyn rescue,GLP1R cytotox,GLP1R ag,KB-V1 MDR tox,TDP43 rescue,D3 ag,D3 antag,PTHR1 agonist
O=C(COc1ccc(Cl)cc1Cl)NC1CCSC1=O (stereo unspecified),0%,0%,-12%,2%,3%,25%,4,-11,-27%[57.5 µM]
O=C(CNc1ccc(Cl)cc1)NNC(=S)NCc1ccccc1,?,0%,7%,0%,?,-26%,-10,-17,-22%
Cc1ccc(NS(=O)(=O)c2c(C)[nH]c(C)c2C(=O)N2CCCC2)cc1Cl,?,-5%,6%,-3%,2%,-2%,-21,-86*,-18%
COc1ccc(-c2ccc3nncn3c2)cn1,28%,-2%,10%,-4%,-33%,5%,-6,0,19%
NC(=O)Nc1ccc(Cl)cc1,27%,0%,-2%,7%,22%,-13%,5,25,-9%
COc1ccc(Nc2nc(N)nc(CN3CCC(Cc4ccccc4)CC3)n2)cc1,?,2%,0%,1%,25%,11%,-5,-2,i
Cc1nnc(SCC(=O)Nc2cccc([N+](=O)[O-])c2)n1CC1CCCO1 (stereo unspecified),13%,1%,-10%,3%,-5%,-12%,6,-1,-19%
COc1cc(C(=O)NCc2nnc(SCC(=O)N3CCCC3)o2)cc(OC)c1OC,21%,0%,3%,3%,26%,8%,4,12,-9%
O=C(/C=C/[C@H]1O[C@@H](n2ccc(=O)[nH]c2=O)[C@H](O)[C@@H]1O)NCc1cccc2ccccc12,2%,-3%,4%,-3%,14%,16%,-3,1,14%
O=C(NCC1CCCO1)C1CCN(C2CCN(C(=O)CC3CCCC3)CC2)CC1 (stereo unspecified),14%,2%,-1%,2%,10%,-14%,7,-7,-5%
Oc1ccc(Cc2ccccc2Cl)c(O)c1,?,4%,5%,2%,10%,13µM*,1,-13,-43%[inhibitor]
Cc1ccc(S(=O)(=O)CCC(=O)OCC(=O)Nc2ccc(N3CCOCC3)cc2)cc1,-2%,5%,-18%,0%,-2%,-2%,4,6,i
CC(=O)Nc1ccc(NC(=O)C(C)Sc2nnc(C3CC3)n2-c2ccccc2)cc1 (stereo unspecified),5%,-1%,6%,-4%,0%,-14%,-4,0,12%
COc1ccc(OCCOC(=O)c2ccc(-n3cnnn3)cc2)cc1,24%,8%,1%,12%,-5%,26%,0,32,i
CCn1nnnc1NCc1ccc(OCc2c(F)cccc2Cl)c(OC)c1,-29%,1%,-23%,0%,?,10%,-7,10,-36%[inhibitor]
CCc1ccc(C(=O)C[n+]2cccc3cc(OC)ccc32)cc1,?,1%,-33%,-6%,0%,1%,-2,5,-30%[inhibitor]
O=C(O)c1cc(S(=O)(=O)N2CCCCC2)ccc1F,0%,1%,2%,6%,2%,-30%,-11,-17,i
COc1ccc(NC(=O)COc2ccc3c(c2)CCC3)cc1,-44%,-11%,-8%,5%,?,?,4,6,-23%
CCOC(=O)C1CCN(C(=O)COc2ccc(Cl)cc2)CC1,-27%,3%,0%,1%,13%,0%,1,17,i
Cc1cc(C)cc(NC(=O)c2oc3ccccc3c2COc2ccccc2)c1,?,8%,74%[activator],-18%,?,15%,2,2,i
CC1CCc2sc(C(=O)NNS(=O)(=O)c3ccc(F)c(F)c3F)cc2C1 (stereo unspecified),?,18%,9%,8%,-2%,28%,-7,-21,-11%
C#CCOCCOCCOCCNc1nc(N2CCN(C(=O)[C@H]([C@@H](C)CC)n3cc([C@@H](N)CC(C)C)nn3)CC2)nc(N2CCN(C(=O)[C@H](Cc3cc4ccccc4[nH]3)n3cc([C@@H](N)Cc4ccc(O)cc4)nn3)CC2)n1,5%,-14%,-8%,11%,-21%,-1%,-11,-17,?
CC(CNC(=O)CN1C(=O)NC2(CCCCC2)C1=O)c1ccccc1 (stereo unspecified),11%,0%,-8%,-2%,18%,21%,-1,21,i
Cc1[nH]c2ccccc2c1C(=O)CSc1nc2cc(S(=O)(=O)N3CCCCC3)ccc2o1,?,0%,-11%,-12%,-29%,-24%,-6,-3,i
CCn1c(SCC(=O)Nc2ccccc2)nc2c(c1=O)SCC2,10%,4%,0%,7%,?,10%,4,7,i

# Next part; it opens with the three that closed the last part.
SMILES,GLP1R inv ag,aSyn rescue,GLP1R cytotox,GLP1R ag,KB-V1 MDR tox,TDP43 rescue,D3 ag,D3 antag,PTHR1 agonist
CC(CNC(=O)CN1C(=O)NC2(CCCCC2)C1=O)c1ccccc1 (stereo unspecified),11%,0%,-8%,-2%,18%,21%,-1,21,i
Cc1[nH]c2ccccc2c1C(=O)CSc1nc2cc(S(=O)(=O)N3CCCCC3)ccc2o1,?,0%,-11%,-12%,-29%,-24%,-6,-3,i
CCn1c(SCC(=O)Nc2ccccc2)nc2c(c1=O)SCC2,10%,4%,0%,7%,?,10%,4,7,i
CCc1ccc(NC(=O)CSc2nc3ccccc3c(=O)n2CCCC(=O)NCCCN2CCOCC2)cc1,?,-5%,11%,6%,-16%,-11%,-5,3,i
CC1(C)CC(C)(O)N(Cc2ccccc2)C(=S)N1 (stereo unspecified),?,0%,?,-5%,22%,26%,1,16,-13%
Cc1cc(C(=O)CN2C(=O)NC(CC(C)C)C2=O)c(C)n1-c1ccccc1F (stereo unspecified),13%,0%,3%,-2%,-1%,13%,-4,5,-12%
CCOC(=O)C1=C(CCc2ccccc2)NC(=O)NC1c1ccc(C#N)cc1 (stereo unspecified),6%,2%,-3%,-2%,8%,10%,6,5,-6%
Cc1ccc(Oc2nc(CN3CCOCC3)nc3sc4c(c23)CCC(C)C4)cc1 (stereo unspecified),?,17%,16%,?,?,-11%,-13,6,i
CN(Cc1ccccc1)S(=O)(=O)c1nnc(NC(=O)c2ccccc2F)s1,-23%,4%,-12%,-1%,30%,9%,-5,13,-28%
NC(c1ccccc1)c1csc(NC(=O)Nc2ccccc2Oc2ccccc2)n1 (stereo unspecified),?,-36%[inhibitor],-15%,2%,-28%,22%,-4,27,?
COc1cc(NC(=O)CCCl)cc(-n2cnnn2)c1,-9%[7.66 µM],2%,3%[7.66 µM],6%,-4%,-19%[9.22 µM],-1,3,i
COc1ccc(S(=O)(=O)Nc2ccccn2)cc1OC,4%,-5%,21%,2%,-17%,-13%,0,5,-24%
CCSCc1nnc(SCC(=O)Nc2cc(F)ccc2C)n1C,1%,4%,-5%,-1%,-11%,4%,-2,1,i
Fc1ccc(COc2cccc(-c3n[nH]c(=S)o3)c2)cc1,0%,-22%,-23%,-1%,-2%,?,2,-1,-20%
COc1ccc(S(=O)(=O)N2CCC(C(=O)Nc3cc(C(F)(F)F)ccc3Cl)CC2)cc1,-20%,/,1%,/,?,?,-13,/,i
CCc1nnc2c(NCc3cccc(OC)c3)nc3ccccc3n12,2%,/,15%,/,-2%,19%,1,/,i
CCCCOC(=O)n1c(=O)oc2ccc(S(=O)(=O)N3CCCCC3)cc21,-9%,2%,-7%,9%,-27%,-9%,12,13,-29%
O=C(CC(C(=O)O)c1ccc(F)cc1)c1ccc(Cl)cc1 (stereo unspecified),0%,7%,-9%,-2%,14%,-27%,-5,-25,i
COc1ccc2oc(=Nc3ccc(C(=O)O)cc3)c(C(=O)NCc3ccco3)cc2c1,1%,4%,20%,-2%,1%,0%,1,14,-14%
O=C(c1[nH]c(C(F)(F)F)nc1-c1ccccc1)N1CCC2(CC1)C(=O)NCN2c1ccccc1,7%,-18%,0%,-4%,-11%,14%,-3,-18,-18%
COc1cccc(C2=NNC(=NCc3ccccc3)SC2)c1,-20%,-3%,-14%,5%,9%,-6%,2,-13,-19%
COc1ncccc1C(=O)NC1CCCc2c1cnn2-c1ccc(C)c(C)c1 (stereo unspecified),4%,-17%,-3%,?,-1%,?,3,8,-14%
O=C1NC(=O)/C(=C/c2ccccc2Cl)N1,1%,0%,2%,14%,-9%,-10%,3,6,i
CC1=CN2C(=N)/C(=C/c3ccc(Sc4ccc(Cl)cc4)o3)C(=O)N=C2S1,-7%,-1%,-6%,-9%,19%,5%,3,-9,-26%
CC(SCc1ccccc1)C(=O)Nc1ccc(F)cc1 (stereo unspecified),?,10%,16%,-4%,?,16%,-1,-4,i
COc1ccc(S(=O)(=O)N(C)C[C@H]2Oc3c(NC(=O)Nc4ccc(C(F)(F)F)cc4)cccc3C(=O)N([C@H](C)CO)C[C@@H]2C)cc1,-5%,-13%,-17%,-7%,?,19%,4,2,-7%
NS(=O)(=O)c1ccc(NC(=O)C2COc3ccccc3O2)cc1 (stereo unspecified),15%,-7%,-10%,-7%,0%,-5%,-2,-21,i
O=C(Nc1ccccc1-c1ccccc1)c1ccccc1[N+](=O)[O-],1%,-2%,5%,-2%,?,0%,7,2,17%
SMILES,GLP1R inv ag,aSyn rescue,GLP1R cytotox,GLP1R ag,KB-V1 MDR tox,TDP43 rescue,D3 ag,D3 antag,PTHR1 agonist
COc1ccc(-c2nc3cc(NC(=O)COc4ccc(C)c(C)c4)ccc3o2)cc1,10%,/,-18%,/,12%,11%,9,/,i
Cc1ccc(-c2nc(C=Nc3cccc(C)c3)c(O)o2)cc1,2%,1%,-21%,0%,0%,13%,-1,3,-29%
COc1cc(OC)c(OC)cc1CN1CCSCC1,1%,0%,12%,-3%,-4%,13%,4,-7,i
COc1cc(Nc2cccc(-c3ccccc3)n2)cc(OC)c1OC,-21%,5%,-2%,-4%,0%,32µM*,9,16,i
CCCS(=O)(=O)N1CCC(C(=O)NCCc2ccccc2)CC1,4%,-5%,-8%,-2%,-2%,-4%,0,4,-27%[57.5 µM]
N#CCCn1cc(C(=O)Nc2ccccc2Br)c(-c2cccs2)n1,-26%,2%,-11%,16%,-9%,0%,4,-3,-26%
O=C(Cc1c(F)cccc1Cl)Nc1ccc(S(=O)(=O)N2CCCC2)cc1,?,-1%,-27%,-1%,/,13%,-33,5,-13%
